# NPY Y1 blocker = antagonists of human neuropeptide Y receptor Y1 | HEK293-CNG Y1 cells, membrane potential fluorescence; NPY at EC95, then isoproterenol | AID 1040 | 200,000 tested, 1% active | inhibition, % at 3.6 µM;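 active means inhibition above the campaign mean inhibition of all tested compounds plus 3 SD, cut at about 20% in these data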;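 further: 0% = DMSO wells given NPY plus isoproterenol and 100% = isoproterenol alone without NPY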
#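 Material: HEK293 cells with Y1 receptor plus CNG channel; times: compound incubation 1 h at room temperature, readout 45 min post-stimulation; signal: fluorescence, membrane potential probe; read-out basis: fluorescence ratio normalized to % inhibition between controls; benchmarks: full-block control isoproterenol-only wells, zero-block control NPY plus isoproterenol wells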
# TRPML3 agonist = activates the human TRPML3 channel. HEK293 TRPML3-YFP, Fluo-8 calcium fluorescence; 100% = the carbachol control signal. activation, % at 3 µM. 220,000 tested, 0.29% active;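 active means activation above its plate's cutoff, the mean activation of the plate's test wells plus 3 SD, cut at about 12% in these data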;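 further: 0% = DMSO only wells and 100% = carbachol wells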
#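 Test system: HEK293 cells stably carrying human TRPML3-YFP; Doses: single dose, 3 µM final nominal compound, 0.3% DMSO final; Schedule: dye loading 1 h 37 °C then 30 min ambient, 125 s read; Technique: Fluo-8 calcium fluorescence; Benchmarks: high control carbachol 87 µM, low control DMSO.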
# CHOP inhibitor = blocks CHOP induction under ER stress; CHO-K1 CHOP-promoter luciferase, tunicamycin-induced, 15-18 h; inhibition, % at 10 µM; 220,000 tested, 3.8% active;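 active means compounds that reduced the stress-induced luciferase reporter signal by more than about 70% of percent inhibition, limit read from the data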;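 further: 0% = tunicamycin plus vehicle and 100% = wells without tunicamycin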
# S1P4 agonist = agonists of human S1P4 receptor; S1P4-expressing cell line, agonist reporter assay; activation, % at 4.98 µM; O95977; 220,000 tested, 0.35% active; AID 1509; in the data active means activation above about 11%;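 further: 0% = DMSO vehicle and 100% = reference agonist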
# Target sequence (O95977 whole entry, looked up): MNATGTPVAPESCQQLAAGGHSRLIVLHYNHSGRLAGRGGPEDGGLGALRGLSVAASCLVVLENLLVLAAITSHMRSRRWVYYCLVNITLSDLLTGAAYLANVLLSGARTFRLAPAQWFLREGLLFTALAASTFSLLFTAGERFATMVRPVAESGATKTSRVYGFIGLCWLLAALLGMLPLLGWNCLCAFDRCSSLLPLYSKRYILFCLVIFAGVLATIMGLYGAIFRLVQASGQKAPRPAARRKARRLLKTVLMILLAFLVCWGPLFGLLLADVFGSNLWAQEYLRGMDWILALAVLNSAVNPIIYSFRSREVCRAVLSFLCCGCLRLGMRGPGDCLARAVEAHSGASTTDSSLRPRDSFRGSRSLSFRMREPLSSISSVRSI
# NPY2 pot ag = potentiators or agonists of human neuropeptide Y receptor Y2; activation, % at 3.6 µM; AID 1359; 220,000 tested, 0.45% active; cells expressing NPY-Y2, potentiator/agonist read-out; P49146; in the data active means activation above about 27%;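 further: cells stimulated with NPY near EC25 plus isoproterenol at EC100; 0% = vehicle plus submaximal agonist and 100% = vehicle plus saturating agonist; some results beyond the cut were filed as inactive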
# zfTRPN1 agonist = zebrafish TRPN1 (NompC) channel agonism. 220,000 tested, 0.18% active. AID 1424. HEK293 zebrafish TRPN1-YFP, Fluo-8 calcium fluorescence; 100% = response to 87 µM carbachol. activation, % at 3 µM;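 active means activation above its plate's cutoff, the mean activation of test wells on that plate plus 3 SD, cut at about 19% in these data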;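 further: 0% = DMSO alone and 100% = 87 µM carbachol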
#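 Assay system: Zebrafish TRPN1-YFP in HEK293 cells | Incubation: Dye loading 1 h at 37 °C, then 30 min room temperature | Measured by: Kinetic Fluo-8 fluorescence, ex 470-495, em 515-575 nm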
# S1P4 antagonist = human S1P4 receptor antagonism. S1P4-expressing cells, antagonist mode, reporter read-out. inhibition, % at 4.98 µM. O95977. 220,000 tested, 0.26% active; in the data active means inhibition above about 29%;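 further: 0% = wells stimulated with agonist and 100% = vehicle wells without agonist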
# EP2 modulator = modulates human prostaglandin E2 receptor EP2 signaling; EP2-expressing cells, cAMP HTRF FRET, PGE2 co-stimulation; P43116; AID 940; induction, % at 25 µM; 260,000 tested, 0.83% active;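 active means compounds whose cAMP rise, as percent of the full-agonist control response, exceeds 60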;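 further: rat C6 glioma line stably carrying human EP2 under a CMV promoter; the protocol text gives 20 µM as final concentration; 100% = response of wells given 1 µM PGE2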
# Target sequence (P43116 whole entry, looked up): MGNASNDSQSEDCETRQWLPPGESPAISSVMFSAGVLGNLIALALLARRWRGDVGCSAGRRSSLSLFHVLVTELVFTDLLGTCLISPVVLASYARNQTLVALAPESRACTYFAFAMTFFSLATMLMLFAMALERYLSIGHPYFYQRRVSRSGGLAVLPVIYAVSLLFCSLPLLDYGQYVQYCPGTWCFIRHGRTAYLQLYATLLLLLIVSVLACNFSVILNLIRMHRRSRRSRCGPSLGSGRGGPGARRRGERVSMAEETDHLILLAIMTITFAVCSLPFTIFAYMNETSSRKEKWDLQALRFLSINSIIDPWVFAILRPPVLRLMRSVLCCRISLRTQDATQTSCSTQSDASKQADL
# NPY1 pot ag = human NPY-Y1 potentiation or agonism, primary screen | P25929 | NPY-Y1 expressing cells, potentiator/agonist activation | activation, % at 3.6 µM | 220,000 tested, 0.37% active | AID 1304; in the data active means activation above about 33%, passing the limit was not always enough;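 further: cells stimulated with NPY at EC10 then isoproterenol at EC100; 0% = low agonist plus stimulus and 100% = saturating agonist plus stimulus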
# The depositor's hits bear a star; · = no result given; & = joins results of further samples.
cpd	canonical_smiles	TRPML3 agonist	S1P4 antagonist	zfTRPN1 agonist	S1P4 agonist	CHOP inhibitor	EP2 modulator	NPY1 pot ag	NPY Y1 blocker	NPY2 pot ag
1	Nc1ccc2nc(SCC(=O)Nc3ccc(N4CCOCC4)c(Cl)c3)sc2c1	5.0	-15	10	1.2	57	0	-23	-3	11
2	Cc1cc(C)n(C(=O)c2ccc(Cn3nc(C)c(Br)c3C)o2)n1	-0.1	-13	-0.3	2.1	20	-18	-29	-5	-2
3	CCOC(=O)c1c(C)n(C)c2ccc(OC)c(NC(=O)CN3CCN(C4CCCCC4)CC3)c12	0.7	-3	0.8	0.5	11	19	11	-1	6
4	Cc1cccc(NC(=S)N2N=CCC2c2ccccc2)c1 (stereo not given)	0.0	4	-0.7	-4.4	-19	-11	13	-1	-1
5	O=C(NCc1cccs1)C1CCN(S(=O)(=O)c2ccccc2F)CC1	0.4	-2	-0.6	1.7	-9	-1	11	·	3
6	O=[N+]([O-])c1ccc(N/N=C2\CC3CC=CC23)cc1 (stereo not given)	-0.7	-9	-1.0	0.7	-52	-59	13	-1	10
7	CCc1ccccc1NC(=O)COc1cccc2ccc(C)nc12	-0.4	12	-0.3	3.5	21	17	1	-2	-5
8	Cc1cc(C)nc(Nc2ccc(N3CCOCC3)cc2)n1	1.0	-2	0.5	2.0	17	2	5	-3	10
9	CC1/C(=N/O)C(CN(C)C)C2CC1C2(C)C (stereo not given)	0.7	-7	2.8	1.8	20	11	-19	3	2
10	Cc1ccccc1OCC(=O)Nc1ccc2c(c1)Cc1ccccc1-2	0.2	-5	1.2	0.6	-60	-3	-29	32*	-12
11	CCN(CC)S(=O)(=O)c1cccc(-c2n[nH]c(=S)n2/N=C/c2ccc(C(=O)OC)cc2)c1	0.9	-13	1.4	0.9	-5	11	-7	1	4
12	CN(Cc1ccccc1)c1ncc(C=O)s1	1.1	8	0.6	1.0	-3	-5	-3	6	9

# (listing goes on)
cpd	canonical_smiles	TRPML3 agonist	S1P4 antagonist	zfTRPN1 agonist	S1P4 agonist	CHOP inhibitor	EP2 modulator	NPY1 pot ag	NPY Y1 blocker	NPY2 pot ag
13	COc1ccc2c(c1)-c1nc(/N=C/c3ccccc3O)sc1CC2	0.1	-25	-0.4	0.7	15	19	4	-2	9
14	Cc1nn(CC(=O)NCc2ccccc2)c(C)c1[N+](=O)[O-]	0.4	-6	0.5	-0.5	14	7	21	-1	0
15	O=C(O)c1cccc(S(=O)(=O)N(Cc2ccccc2)c2ccccc2)c1	0.7	-21	0.3	2.4	16	46	7	4	15
16	N/C(=N\OC(=O)CCCOc1ccccc1)c1ccc(Br)cc1	0.6	7	-0.2	-2.2	38	-10	-18	17	-10
17	Cc1nnc(SCC(=O)NCC2CCCO2)n1-c1ccccc1 (stereo not given)	0.3	-26	0.1	1.4	39	12	11	0	-4
18	COC(=O)c1cc(NS(=O)(=O)c2ccc(NC(C)=O)cc2)ccc1Cl	-0.4	-4	0.4	2.9	-2	-37	25	·	3
19	O=c1oc2cc(Oc3c([N+](=O)[O-])cc(C(F)(F)F)cc3[N+](=O)[O-])ccc2c2c1CCCC2	0.2	-16	2.5	0.3	95*	2	-41	10	-38
20	O=C(CSc1nn(-c2ccccc2)c(=S)s1)NC(=O)NCc1ccco1	-1.9	-8	-1.2	4.0	1	-23	11	6	-7
21	O=C(N/N=C/c1ccc(Cl)cc1Cl)c1n[nH]c2c1CCCC2	0.0	-17	2.2	-0.8	14	1	16	4	7
22	Cc1cc([N+](=O)[O-])ccc1NC(=O)c1ccco1	0.4	-5	-0.4	1.6	-2	29	18	-3	-11
23	CC(=O)Nc1ccc(SCC(=O)Nc2cc(C)on2)cc1	-0.2	4	-1.5	-0.7	6	16	13	-5	13
24	O=C(COC(=O)c1ccc(Cl)s1)c1cc2ccccc2o1	-0.8	7	0.0	2.2	18	8	1	5	-19

# Profiles as entered above. Order of screens: TRPML3 agonist, S1P4 antagonist, zfTRPN1 agonist, S1P4 agonist, CHOP inhibitor, EP2 modulator, NPY1 pot ag, NPY Y1 blocker, NPY2 pot ag
# O=C(CSc1nn(-c2ccccc2)c(=S)s1)NC(=O)NCc1ccco1 reads -1.9, -8, -1.2, 4.0, 1, -23, 11, 6, -7
# O=C(O)c1cccc(S(=O)(=O)N(Cc2ccccc2)c2ccccc2)c1 reads 0.7, -21, 0.3, 2.4, 16, 46, 7, 4, 15

# New compounds follow.
cpd	canonical_smiles	TRPML3 agonist	S1P4 antagonist	zfTRPN1 agonist	S1P4 agonist	CHOP inhibitor	EP2 modulator	NPY1 pot ag	NPY Y1 blocker	NPY2 pot ag
25	Cc1cc(C)n2nc(SCCC(=O)NCc3ccccc3)nc2n1	0.8	-5	1.5	-1.0	-4	-2	-8	0	-9
26	C=CCn1c(N)c(C(=O)OC(C)CC)c2nc3ccccc3nc21 (stereo not given)	1.9	4	-1.8	0.1	21	8	-4	5	13
27	Cc1ccc(OCC(=O)NC(=S)Nc2ccc(Br)cn2)cc1	0.7	-13	2.7	1.2	15	8	2	·	1
28	Cc1cccc(N=C2NN=C(c3c[nH]c4ccccc34)CS2)c1	1.1	1	0.9	-0.2	50	-96	25	-6	14
29	C=CCNC(=S)NCC=C	0.0	-3	0.6	-1.1	15	-6	-2	·	-4
30	CN(CC(=O)Nc1cccc([N+](=O)[O-])c1)S(=O)(=O)c1ccccc1	-0.5	1	-1.0	1.2	5	-18	2	-1	-3
31	O=C1/C(=C/N(C(=O)c2ccco2)c2ccc(Br)cc2)Sc2ccccc21	0.5	-14	1.6	1.1	90*	-38	-15	-2	4
32	CCOC(=O)CSC1=N/C(=C\c2cc(OC)c(OC)c(OC)c2)C(=O)N1C	0.9	-25	2.2	-0.7	11	-4	-17	-3	-3
33	COc1cc(C(=O)N2CCN(C(=O)c3ccccc3)CC2)cc(OC)c1OC	0.8	-2	0.4	-0.1	-14	5	-2	3	-11
34	CCOC(=O)c1cnc(-c2ccccc2O)nc1Cl	0.6	4	1.2	0.3	-14	5	-5	0	-22
35	O=C(NCc1ccco1)C1Cc2ccccc2CN1C(=O)c1ccco1 (stereo not given)	0.8	-3	1.7	2.8	10	18	15	9	-12
36	O=C1OC(Nc2ccc(F)cc2F)c2ccccc21 (stereo not given)	1.1	-7	0.4	-1.6	-21	32	6	-3	-3

# More compounds
cpd	canonical_smiles	TRPML3 agonist	S1P4 antagonist	zfTRPN1 agonist	S1P4 agonist	CHOP inhibitor	EP2 modulator	NPY1 pot ag	NPY Y1 blocker	NPY2 pot ag
37	O=C1c2cccnc2-c2ncccc21	0.7	4	0.9	-0.3	-3	2	3	-4	0
38	CC1CC(C)CN(CCCNC(=O)Cc2c(C(=O)O)[nH]c3ccccc23)C1 (stereo not given)	0.3	0	0.4	2.0	-7	29	-9	-5	2
39	CCOc1ccc(S(=O)(=O)N2CCc3ccccc3C2)cc1	1.8	1	0.6	-0.9	41	-13	-8	0	-10
40	O=C(Cc1ccccc1)NCC1COc2ccccc2O1 (stereo not given)	-0.4	-14	-0.8	-0.1	·	·	-12	4	-5
41	Cc1ccc(OCC(=O)NC2CCS(=O)(=O)C2)cc1 (stereo not given)	0.5	-4	-1.1	1.3	-1	8	6	2	-12
42	CC1CCN(c2oc(-c3ccccc3Cl)nc2C#N)CC1	-0.3	-28	0.8	3.0	16	2	-11	7	-9
43	O=C(Nc1ccn(Cc2ccccc2F)n1)c1ccc(COc2cc(Cl)ccc2Cl)o1	0.4	-16	2.7	0.6	-27	6	-15	-3	-2
44	COc1ccc(C(=O)NC(C(=O)NCCc2ccc3c(c2)OCCO3)C(C)C)cc1 (stereo not given)	-0.1	-4	-0.6	0.9	-7	9	-26	7	-24
45	CSc1nc(N)c2c3c(sc2n1)COC(C(C)C)C3 (stereo not given)	0.4	8	0.1	-2.0	9	-45	-3	5	9
46	CCOC(=O)c1cc(C(=O)NCc2ccc(Cl)cc2Cl)nn1C	-0.5	-19	-1.3	-1.4	14	6	-21	10	-3
47	CC/S(=N\S(=O)(=O)c1ccc(C)cc1)c1ccccc1 (stereo not given)	1.0	6	-0.8	-0.9	-2	-6	11	·	-1
48	CN(c1ccccc1)S(=O)(=O)c1cc(C(=O)Nc2nc3ccccc3[nH]2)ccc1Cl	0.7	6	2.2	-0.1	-19	-7	-13	7	-5

# Later entries
cpd	canonical_smiles	TRPML3 agonist	S1P4 antagonist	zfTRPN1 agonist	S1P4 agonist	CHOP inhibitor	EP2 modulator	NPY1 pot ag	NPY Y1 blocker	NPY2 pot ag
49	C=CCNc1nc(C2(C)CC3(CC(C)(C)OC3=O)C(=O)O2)cs1 (stereo not given)	3.9	9	3.5	-0.2	32	-2	8	-9	21
50	CCOc1ccc2nc(SCC(=O)N(C)C)[nH]c2c1	-0.5	5	0.4	2.1	-30	-38	9	1	1
51	COc1ccccc1NC(=O)c1cc(S(=O)(=O)N2CCOCC2)ccc1Cl	-0.2	-17	-0.3	-4.5	23	14	1	6	2
52	c1ccc(Cn2nnnc2C(c2cccs2)N2CCOCC2)cc1 (stereo not given)	0.4	0	-1.4	0.2	-30	8&4	16	6	2
53	CC(C)Oc1ccc(-c2cc(=O)[nH]c(=O)[nH]2)cc1	0.9	-18	-0.2	0.8	2	21	-2	-4	-5
54	N#Cc1c(/N=C/c2cc(Br)cs2)sc2c1CCC2	0.5	-8	0.7	0.9	·	·	-3	0	-11
55	Cc1ccc(N2CCCn3c2cc(C)c(C#N)c3=O)cc1C	0.8	-4	0.3	0.4	-1	-66	-17	-3	6
56	O=C(NC(=S)N1CCN(c2ccc([N+](=O)[O-])cc2Cl)CC1)c1ccco1	0.6	0	-0.6	1.1	50	-19	17	-5	9
57	Cc1ccc(N2C(=O)CC(c3ccsc3)C3=C2CC(C)(C)CC3=O)cc1 (stereo not given)	-1.6	-16	-0.5	-0.8	-6	6	2	4	-27
58	O=C1NCCCC1C(=O)N/N=C/c1ccccc1[N+](=O)[O-] (stereo not given)	0.6	-1	0.2	0.9	10	-4	5	·	10
59	CCC(C)c1ccc(O)c(N)c1 (stereo not given)	0.1	2	0.1	1.5	8	3	16	-11	24
60	Cc1cc(C)cc(C(=O)NCCn2cc(SCC(=O)N3CCOCC3)c3ccccc32)c1	0.4	3	0.4	3.6	24	-10	-12	-1	6
61	CC(=O)Nc1ccc(NC(=O)C2CC(=O)Nc3nc4ccccc4n32)cc1 (stereo not given)	0.6	-2	1.0	1.4	2	7	25	·	9
62	CCCCN1C(=O)/C(=C/C=C2/C=Cc3ccccc3N2CC)SC1=S	0.5	-5	0.8	-0.2	70*	15	10	3	3

# Compounds listed so far with a cyano group (3):
cpd	canonical_smiles	TRPML3 agonist	S1P4 antagonist	zfTRPN1 agonist	S1P4 agonist	CHOP inhibitor	EP2 modulator	NPY1 pot ag	NPY Y1 blocker	NPY2 pot ag
42	CC1CCN(c2oc(-c3ccccc3Cl)nc2C#N)CC1	-0.3	-28	0.8	3.0	16	2	-11	7	-9
54	N#Cc1c(/N=C/c2cc(Br)cs2)sc2c1CCC2	0.5	-8	0.7	0.9	·	·	-3	0	-11
55	Cc1ccc(N2CCCn3c2cc(C)c(C#N)c3=O)cc1C	0.8	-4	0.3	0.4	-1	-66	-17	-3	6
